APP 5UTR inh = inhibitors of APP translation via 5'UTR reporter, primary screen, APP 5'UTR luciferase, SH-SY5Y cells; AID 1285, 2008; inhibition, % at 2 µM; hit rate 0.82% among 190,000; SH-SY5Y APP 5'UTR-luciferase reporter, luminescence;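 active means inhibition above a set limit, derived from the sample mean plus 3 SD, cut at about 45% in these data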; further: values of inactives mirror those of a sister screen read the other way
STAT3 act = IL-6 driven STAT3 reporter potentiators, primary screen, U3A cells, luciferase, luminescence, MLSCN library; IL-6 STAT3-luciferase reporter; 100% = signal with IL-6 EC80 alone; activation (% of control), % at 5.6 µM; hit rate 0.91% among 190,000; AID 871, 2007;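 active means activation above the screen-wide mean of compound activation plus 3 SD, cut at about 130% in these data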;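 further: 0% = background luminescence of wells with medium and substrate only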
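Test system: Human STAT1-deficient U3A cells with stable STAT3-luciferase reporter | Also added: Interleukin-6, 33 ng/mL | Timing: Compound pre-incubation 1 h before IL-6, then 6 h stimulation at 37 °C | Technique: Luciferase reporter luminescence | Read-out: Percent of IL-6-only median luminescence | Benchmarks: IL-6-only wells as 100% reference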
FLuc inhib CS = firefly luciferase enzyme inhibitors, primary screen, artefact control for luciferase-based inhibitor screens, biochemical, luminescence, ATPLite; 10 min; inhibition, % at 10 µM; hit rate 1.5% among 200,000; AID 1006, 2008;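 active means inhibition above about 50% when tested at 10 µM, limit read from the data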
Target sequence (P08659 whole entry, looked up): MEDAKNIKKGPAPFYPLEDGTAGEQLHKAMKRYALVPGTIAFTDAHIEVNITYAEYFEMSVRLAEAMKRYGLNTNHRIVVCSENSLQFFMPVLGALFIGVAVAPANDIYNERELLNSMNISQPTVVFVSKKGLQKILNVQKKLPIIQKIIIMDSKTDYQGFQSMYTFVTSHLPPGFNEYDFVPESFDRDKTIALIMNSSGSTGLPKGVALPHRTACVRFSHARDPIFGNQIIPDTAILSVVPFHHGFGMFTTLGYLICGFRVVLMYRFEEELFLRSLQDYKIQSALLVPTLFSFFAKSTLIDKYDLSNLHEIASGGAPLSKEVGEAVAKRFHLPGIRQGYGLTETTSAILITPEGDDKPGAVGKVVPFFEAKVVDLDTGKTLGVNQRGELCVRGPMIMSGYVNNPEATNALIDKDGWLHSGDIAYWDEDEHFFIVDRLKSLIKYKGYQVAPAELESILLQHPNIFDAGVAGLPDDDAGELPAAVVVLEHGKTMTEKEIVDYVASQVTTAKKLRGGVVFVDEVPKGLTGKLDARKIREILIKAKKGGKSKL
STAT1 act = STAT1 signaling activators, primary screen, cell-based, HTS, luciferase reporter | hit rate 2.6% among 200,000 | AID 932, 2007 | activation (% of control), % at 5.5 µM | NIH 3T3 STAT1-luciferase reporter, IFN-gamma, luminescence; 100% = IFN-gamma alone, no compound;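 active means activation above the screen-wide mean activation plus 3 SD, cut at about 130% in these data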;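 further: raw ratio to IFN-gamma control signal so 100% means no change and 0% no light; values of inactives mirror those of a sister screen read the other way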
FLuc stim CS = FLuc activators, initial screening, artefact control for FLuc-dependent activation tests, biochemical, ATPlite luminescence | Luciferin 4-monooxygenase (Photinus pyralis), P08659 | ATPlite luciferase biochemical, 10 min; 0 = ATP-free wells, 1 = DMSO control | activation factor at 10 µM | 200,000 tested, under 10 active | AID 1027, 2008;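 active means luciferase activation factor, scaled between plate controls, of at least 2 with compound at 10 µM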
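Material: luciferase plus luciferin reagent, cell-free. Medium: PBS buffer for ATP. Also added: ATP substrate, dispensed from a 10.24 µM working solution in PBS. Doses: test compounds dosed from 2 mM stocks in 100% DMSO. Incubation: 10 min post-reagent at room temperature. Technique: light output (luminescence). Read-out basis: luminescence gain marking luciferase activators.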
ROMK mod = ROMK potassium channel modulators, primary screen, cell-based, thallium flux, MLSMR library; hit rate 2% among 130,000; B-score at 10 µM; Tet-inducible ROMK, thallium flux fluorescence; actives lie on both sides;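 active means signal ratio slope over the read window, or its plate-corrected B-score, at least 3 SD from the plate mean, either direction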;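 further: B-score of the F/F0 ratio slope over 7 to 12 s after thallium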
Target sequence (P48048 whole entry, looked up): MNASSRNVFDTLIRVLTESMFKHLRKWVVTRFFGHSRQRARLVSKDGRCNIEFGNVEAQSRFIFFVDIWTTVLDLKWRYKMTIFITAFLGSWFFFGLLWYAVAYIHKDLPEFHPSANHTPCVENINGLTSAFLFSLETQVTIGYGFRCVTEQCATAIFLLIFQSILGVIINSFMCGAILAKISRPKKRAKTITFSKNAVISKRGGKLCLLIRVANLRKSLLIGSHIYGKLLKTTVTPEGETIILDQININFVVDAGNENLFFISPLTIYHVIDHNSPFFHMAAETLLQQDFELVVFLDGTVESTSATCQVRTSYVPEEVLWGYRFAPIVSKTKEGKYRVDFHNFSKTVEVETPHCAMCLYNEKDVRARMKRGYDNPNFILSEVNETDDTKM
STAT3 blocker = IL-6 driven STAT3 reporter inhibitors, primary screen, U3A cells, luciferase, luminescence, MLSCN library. IL-6 STAT3-luciferase reporter; host cell line lacks STAT1. hit rate 0.89% among 190,000. inhibition, % at 5.5 µM;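 active means inhibition above the mean inhibition across all screened compounds plus 3 SD, cut at about 44% in these data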;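 further: 0% = DMSO only wells and 100% = 100 µM nifuroxazide control wells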
APP 5'UTR act = activators of APP 5'UTR luciferase reporter, primary screen, SH-SY5Y cells; SH-SY5Y APP 5'UTR luciferase reporter, luminescence; zero percent = DMSO vehicle wells; activation, % at 2 µM; hit rate 1% among 190,000;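 active means activation above a set limit, based on mean plus 3 SD of controls, cut at about 140% in these data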; further: values of inactives mirror those of a sister screen read the other way
NF-kB neuron act = activators of NF-kB expression in neurons, primary screen, cell-based, HTS; hit rate 1.6% among 190,000; human neuronal cells, NF-kB reporter expression; hits give high values; AID 1239, 2008; fold change at 12.5 µM; in the data active means fold change above about 3.3
STAT1 inh = STAT1 signaling inhibitors, primary screen, cell-based, HTS, luciferase reporter; NIH 3T3 STAT1-luciferase reporter, IFN-gamma, luminescence; inhibition, % at 5.5 µM; hit rate 0.35% among 200,000; AID 920, 2007;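 active means inhibition above a set limit, the mean inhibition across all tested compounds plus 3 SD, cut at about 34% in these data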;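 further: 0% = IFN-gamma with DMSO and 100% = IFN-gamma with 300 µM nifuroxazide; values of inactives mirror those of a sister screen read the other way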
Starred values were filed as active, the others as inactive; x = no result given.

SMILES	APP 5UTR inh	STAT3 act	FLuc inhib CS	STAT1 act	FLuc stim CS	ROMK mod	STAT3 blocker	APP 5'UTR act	NF-kB neuron act	STAT1 inh
CN(C)CCN(C(=O)c1ccccc1Cl)c1nc2c(Cl)cccc2s1	0	96	-3	96	1	-0.63	3	0	1.1	4
Cc1cc(O)c(/C=N/Nc2ccccc2)c(=O)o1	13	94	51*	88	0.5	x	13	-13	1.3	13
CN(C)c1nc(Oc2ccc(C(=O)OCC(=O)Nc3ccccc3)cc2)nc(N(C)C)n1	0	98	-2	95	1	x	4	0	0.98	5
CNC(=O)c1cc2cc(OC)ccc2oc1=O	-7	90	-5	96	1.1	0.44	12	7	1.3	5
O=c1c(Cc2ccc(Cl)cc2Cl)c(O)ccn1CCCN1CCOCC1	-23	93	-11	92	1.1	-0.84	18	23	1	7
Cc1nc2ccccc2nc1SCC(=O)N1CCC(C)CC1	12	87	-1	89	1	x	20	-12	1.2	12
c1ccc(C2CC3CC(c4ccccc4)N2O3)cc1 (configuration not stated)	-2	101	x	102	x	x	0	2	1.1	-2
COC(=O)Nc1ccc(S(=O)(=O)N2CCCCC2C(=O)NCc2ccco2)cc1 (configuration not stated)	x	107	-9	103	1.1	1	-10	x	1.3	-3
Cc1ccccc1C1=NC(C(F)(F)F)(C(F)(F)F)c2c(n(C)c(=O)n(C)c2=O)N1	-18	105	-6	97	1.1	x	-3	19	0.71	3
COCCCNC(=O)c1ccc(Cn2c(=O)c3ccccc3n(CC(=O)NCCc3ccc(OC)c(OC)c3)c2=O)cc1	-26	108	-1	100	1	0.81	-9	26	1.1	-1
CN(c1ccccc1)S(=O)(=O)c1ccc(C(=O)Nc2nccs2)cc1	3	102	-2	104	1	x	6	-3	1.2	-4
Cc1ccc(-c2n[nH]c(=O)c3ccccc23)cc1N	10	94	-8	100	1.1	x	12	-10	1.2	0
COc1ccc(-c2nc(CN3CCN(c4ncccn4)CC3)c(C)o2)cc1C	-9	101	-4	107	1	-0.77	2	9	1.2	-9
CC(C)N1C(=O)N(c2ccccc2)C(C)(O)CC1(C)C (configuration not stated)	5	104	-5	104	1.1	-0.012	-5	-5	1	-5
COc1cc(/C=C2\SC(=O)N(c3cccc(Cl)c3)C2=O)cc([N+](=O)[O-])c1O	1	99	3	100	1	2.1	6	-1	0.89	-1
CCCc1cc(C(=O)NCc2cccnc2)no1	-1	110	-7	104	1.1	x	-2	1	1.3	-4
CCN(C(=O)CSc1ccc2ccccc2n1)C1CCS(=O)(=O)C1 (configuration not stated)	3	96	-10	89	1.1	0.14	10	-3	1	11
Cc1nc(CC(=O)c2ccc(O)cc2O)cs1	-11	108	2	98	1	x	-9	11	1.3	-1
COc1cccc(-c2nc3n(n2)C(c2cccs2)C(C(=O)Nc2cccnc2)=C(C)N3)c1 (configuration not stated)	-18	101	5	92	1	x	-2	18	0.64	6
O=C(COc1cccnc1[N+](=O)[O-])Nc1ccc2c(c1)OCO2	-16	91	2	103	1	0.7	15	16	1.2	-6
COc1ccc(-c2nn(-c3ccccc3)cc2/C=C/C(=O)OCC(=O)Nc2cccc(C#N)c2)cc1	3	94	-4	97	1	x	8	-3	1.4	4
NC(=O)c1c(NC(=O)CSc2nnc(-c3ccco3)n2N)sc2c1CCCC2	-18	102	0	103	1	-0.76	4	18	1.2	-3
C=COCCn1c(=N)n(CCC)c2ccccc21	5	94	-5	95	1.1	x	13	-5	0.95	6
Cc1cc(NC(=O)c2cc(C(C)C)on2)nn1Cc1ccc(Cl)cc1	5	80	2	108	1	x	32	-5	1.2	-9
CCCCCn1c(C(Cc2ccccc2)NC(C)=O)nc2ccccc21 (configuration not stated)	2	94	-6	98	1.1	x	13	-2	0.9	3
SMILES	APP 5UTR inh	STAT3 act	FLuc inhib CS	STAT1 act	FLuc stim CS	ROMK mod	STAT3 blocker	APP 5'UTR act	NF-kB neuron act	STAT1 inh
O=C(CCC1CCCCC1)N1CCN(Cc2ccc3c(c2)OCO3)CC1	3	109	-5	95	1	x	-8	-3	1.1	5
CCC1C(=O)NCCN1Cc1nc(-c2ccc(C)s2)oc1C (configuration not stated)	5	101	-3	98	1	0.34	2	-5	1.5	1
Cc1ccc(C(=O)CSC2=NC(N)=C(C#N)C3(CCCCC3)C2C(N)=O)cc1 (configuration not stated)	-7	101	-10	104	1.1	x	3	7	1.4	-3
Cn1cc(Br)c(C(=O)Nc2sc3c(c2C(N)=O)CCC3)n1	-7	90	16	111	0.8	-0.42	17	7	1.4	-12
Cc1ncc2c(c1OC(=O)c1ccccc1)COC(C)(C)OC2	4	103	-5	104	1.1	0.93	-3	-4	1	-3
CCOC(=O)c1oc2ccc(S(=O)(=O)N3CCC(C)CC3)cc2c1C	-5	93	-6	98	1.1	-0.62	10	5	0.89	2
O=S(=O)(Nc1ccccc1F)c1ccc2nsnc2c1	-10	98	-8	103	1.1	-1	8	10	1.1	-2
COc1ccc(OC)c(NC(=O)C2C3CCC(C3=C(C)C)C2C(=O)O)c1 (configuration not stated)	-7	102	2	102	1	x	6	7	1.4	-3
Cc1cc(/C=C(/C#N)c2cccc(F)c2)c(C)n1-c1cccnc1	-45	121	-9	107	1.1	x	-19	45	1.5	-8
CC(CNC(=O)C(C)C)NC(=O)C(C)C (configuration not stated)	1	101	-10	111	1.1	-0.69	-1	-1	1.2	-6
O=C(CSCCO)N1CCc2ccccc21	2	102	-5	94	1	x	1	-3	1.1	7
CC1=C(C(=O)Nc2ccc(C)cc2C)C(c2cccs2)NC(=S)N1 (configuration not stated)	3	107	-10	102	1.1	x	-6	-3	1.1	-3
Cn1cnnc1Sc1ccc(C(=O)NCCC23CC4CC(CC(C4)C2)C3)cc1[N+](=O)[O-]	-4	110	-1	109	1	x	-17	4	1	-10
Cc1ccc(NS(=O)(=O)c2ccc(NC(=O)C3CCCO3)cc2)cc1 (configuration not stated)	-22	78	0	88	1	x	29	22	0.72	15
O=C(CC(C(=O)N1CCc2ccccc21)n1ccnc1)NCc1cccnc1 (configuration not stated)	1	109	-1	100	1	x	-6	-1	1	0
O=c1[nH]c2ccccc2[n+]([O-])c1-c1ccccc1	-9	104	3	107	1	-0.14	-4	9	1.1	-9
Cc1cc(C(F)F)nn1CC(=O)NCc1ccccc1F	-8	102	-1	104	1	0.1	0	9	0.87	-4
COC(=O)c1ccc(Cl)c(NS(=O)(=O)c2ccc3c(c2)OCCO3)c1	4	105	-8	91	1.1	x	-2	-4	1.1	10
O=C(OCC(=O)N1CCN(C(=O)c2ccco2)CC1)c1ccccc1O	-12	105	-7	96	1.1	-0.25	-4	12	1.8	3
c1ccc(CNC2=NCCCC2)cc1	4	96	0	97	1	x	11	-4	0.92	3
Cc1cc(C(=O)N/N=C/c2ccc3c(c2)OCO3)c(C)n1-c1ccc(F)cc1	0	110	5	108	1	0.22	-11	0	1.2	-10
CN(C)c1nc(Oc2ccc(=O)n(C)n2)nc(N2CCOCC2)n1	8	100	-5	104	1	x	4	-7	1.1	-5
Cn1cccc1Cc1nnc(SCC(=O)NCc2ccco2)n1CCc1ccccc1	7	108	-3	97	1	x	-6	-7	1.2	3
Cc1cc(C)nc(-n2nc(C)c(C3(O)C(=O)Nc4ccccc43)c2N)n1 (configuration not stated)	-4	108	1	97	1	-0.089	-6	4	0.97	5
Cc1ccc2oc(-c3ccc(NC(=O)c4cccnc4)cc3)nc2c1	-225	89	-4	144*	1	x	16	225*	1.7	-48
SMILES	APP 5UTR inh	STAT3 act	FLuc inhib CS	STAT1 act	FLuc stim CS	ROMK mod	STAT3 blocker	APP 5'UTR act	NF-kB neuron act	STAT1 inh
Cc1nc2ncccn2c1-c1csc(Nc2ccc(O)cc2)n1	13	77	-4	57	1	-0.14	30	-13	2.8	45*
CCN(CC)CCCNC(=O)CCc1ccccc1	4	99	5	96	1	1	2	-4	1.1	-3
COc1ccc(NC(=O)CSc2nnc(Cc3cccn3C)n2-c2ccc(OC)cc2)cc1	7	97	-4	105	1	x	4	-7	0.81	-4
CN(C)CCCNC(=O)CCc1nc2ccccc2c(=O)[nH]1	-2	105	-6	99	1.1	x	-2	1	0.99	1
COc1cc(CNCCc2ccc(F)cc2)ccc1OCc1ccc(Cl)nc1	-8	94	-8	90	1.1	-2.2	7	8	0.93	10
CC(C)(C)C1CCc2c(sc(NC(=O)c3cc(C4CC4)on3)c2C#N)C1 (configuration not stated)	2	98	-8	105	1.1	x	8	-2	0.91	-6
C=CCn1c(SCC(=O)Nc2sc3c(c2C#N)CCC3)nnc1C1COc2ccccc2O1 (configuration not stated)	x	102	-2	97	1	0.41	-4	x	1.2	3
O=C(/C=C/c1cccc([N+](=O)[O-])c1)NCCc1ccc(F)cc1	3	91	-6	98	1.1	0.024	13	-3	1	1
Cc1[nH]c2ccc(Br)cc2c(=O)c1CN1CCCCC1	-8	108	-10	83	1.1	-0.9	-8	8	1.3	18
CN(C)S(=O)(=O)c1ccc2oc(SCC(N)=O)nc2c1	-5	95	-7	89	1.1	1.1	4	5	1.2	12
COc1cccc(CN2CCN(Cc3ccc(C)o3)CC2CCO)c1 (configuration not stated)	1	100	-10	97	1.1	-0.16	2	-1	0.98	1
Cn1c(=O)cc(N2CCc3ccccc32)[nH]c1=O	10	104	-1	102	1	x	0	-10	1.5	-2
COCCN(CCOC)C(=O)c1sc2nc(-c3ccccc3)cn2c1C	-4	107	-4	101	1	x	-4	4	0.84	-1
CN(C(=O)c1ccco1)c1nc(CC(=O)Nc2ccccc2)cs1	-9	98	4	106	1	0.16	5	9	1.4	-6
CC(C)(C)OC(=O)N/N=C/c1c[nH]c2ccccc12	-14	139*	54*	118	0.5	0.044	-50	14	1.2	-19
COc1ccc(CC(=O)O/N=C(\N)c2cccc([N+](=O)[O-])c2)cc1	-20	96	0	100	1	-0.35	3	20	0.98	0
O=C(CCCc1nc(-c2ccc(Cl)cc2)no1)Nc1cccnc1	-4	69	-2	82	1	x	40	4	0.81	11
COCCCNCCCCOc1ccc(C)cc1[N+](=O)[O-]	-5	98	-2	108	1	-0.0044	0	5	0.94	-9
CN(C)CCCNC1=CC(=O)CC(c2ccccc2)C1 (configuration not stated)	14	104	-6	95	1.1	0.73	0	-14	1.1	7
CC(C)Cc1cc(C(=O)Nc2cccnc2)no1	-17	98	40	116	0.6	x	10	17	2	-17

Among those listed so far, 2 contain bromine:
SMILES	APP 5UTR inh	STAT3 act	FLuc inhib CS	STAT1 act	FLuc stim CS	ROMK mod	STAT3 blocker	APP 5'UTR act	NF-kB neuron act	STAT1 inh
Cn1cc(Br)c(C(=O)Nc2sc3c(c2C(N)=O)CCC3)n1	-7	90	16	111	0.8	-0.42	17	7	1.4	-12
Cc1[nH]c2ccc(Br)cc2c(=O)c1CN1CCCCC1	-8	108	-10	83	1.1	-0.9	-8	8	1.3	18

Screens deposited in PubChem by several laboratories.

Compounds were not picked by outcome; overall some 7.1% were active at least once.
